Tau fluor cs = counter-screen for tau fibril formation inhibitors. AID 1463. tau K18 P301L Alexa594 fluorescence, heparin fibrillization. actives 0.93% (n = 280,000). Potency, µM (top dose mostly 57.7 µM), without a hit: at the highest dose activity change, negative = decrease; note: potency is the fitted concentration of half-maximal effect; % is set by controls: 0 for no effect and ±100 for the full control effect; nearly all actives have a fitted effect of over 55% in size
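Human K18 P301L tau (15 uM unlabeled plus 0.24 uM Alexa 594-labeled, final) in 100 mM sodium acetate pH 7 was mixed with compound and 20 uM heparin and incubated 6 hr at 37 C.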
Tau fibril FP = inhibitors of human tau fibril formation | AID 1468 | actives 0.39% (n = 280,000) | P10636 | K18 P301L tau heparin fibrillization, Alexa594 FP, 6 h | Potency, µM (series often up to 57.7 µM), without a hit: at the top dose activity, negative = inhibition, usual class: inhibitors; note: potency is the fitted concentration of half-maximal effect; % is set by controls: 0 for no effect and ±100 for the full control effect; nearly all actives have a fitted effect of over 55% in size
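Heparin (20 uM) drove fibril formation of recombinant tau K18 P301L, 15 uM unlabeled with 0.24 uM Alexa 594 label, for 6 hr at 37 C in 100 mM sodium acetate pH 7. Fluorescence polarization (555/632 nm) read 1 hr after 30 uM ThT.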
CBFb RUNX1 block = inhibitors of human CBF-beta and RUNX1 interaction | Q01196+Q13951 | AlphaScreen CBFb-His/RUNX1-biotin binding, biochemical | Potency, µM (top dose mostly 59.8 µM), without a hit: at the top dose activity, negative = inhibition, hits mostly inhibitors | 230,000 tested, under 10 active | AID 1477; note: % of control where 0% means no effect
Target sequence (Q01196 whole entry, looked up): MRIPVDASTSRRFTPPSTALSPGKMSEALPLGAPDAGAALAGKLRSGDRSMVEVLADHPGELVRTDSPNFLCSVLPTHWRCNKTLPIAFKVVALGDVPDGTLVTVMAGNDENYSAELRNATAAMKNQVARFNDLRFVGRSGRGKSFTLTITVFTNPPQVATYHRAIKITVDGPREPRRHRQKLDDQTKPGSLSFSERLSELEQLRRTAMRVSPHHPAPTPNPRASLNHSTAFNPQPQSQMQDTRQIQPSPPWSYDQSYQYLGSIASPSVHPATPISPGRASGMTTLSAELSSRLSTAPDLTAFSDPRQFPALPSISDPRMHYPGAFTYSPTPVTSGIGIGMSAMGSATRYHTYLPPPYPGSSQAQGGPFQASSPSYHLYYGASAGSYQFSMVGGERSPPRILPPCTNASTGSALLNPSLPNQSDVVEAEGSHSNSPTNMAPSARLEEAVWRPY
Target sequence (Q13951 whole entry, looked up): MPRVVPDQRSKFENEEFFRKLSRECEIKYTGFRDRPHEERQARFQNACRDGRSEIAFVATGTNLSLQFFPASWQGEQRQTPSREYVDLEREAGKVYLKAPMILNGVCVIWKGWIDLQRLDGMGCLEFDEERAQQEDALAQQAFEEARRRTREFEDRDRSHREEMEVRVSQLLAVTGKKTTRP
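AlphaScreen proximity signal reports loss of binding between His-tagged CBF-beta and biotin-labelled RUNX1, each at 30 nM. Proteins are pre-associated for 20 minutes, compounds added for 15 minutes, then beads for 90 minutes, all at ambient temperature.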
Epigenetic derep = derepresses silenced GFP reporter in murine cells | AID 1865 | murine LDR cells, GFP reporter derepression, 30 h | Potency, µM (top dose mostly 53.9 µM), inactives show at the highest dose GFP activation, hits mostly activators | actives 0.2% (n = 280,000); note: potency is the fitted concentration of half-maximal effect; % of control where 0% means no effect; nearly all actives have a fitted effect of over 60% in size
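In this reporter-derepression format, murine cells bearing a silenced integrated CMV-GFP locus incubate with test compound (30 h, 37 C), then are washed and imaged; fluorescent objects of 20–120 um count as induced cells.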
aGal spleen mod = alpha-galactosidase A (human) modulation; human spleen homogenate, 4MU-alpha-Gal fluorescence, 40 min; Potency, µM (titrated, usually from 80 µM), without a hit: at the highest dose activity change, negative = inhibition, most hits filed as inhibitors; actives 0.008% (n = 240,000);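 note: potency is the fitted concentration of half-maximal effect; 0% = enzyme with vehicle and -100% = no enzyme basal signal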
Target sequence (P06280 32-429 limits assumed): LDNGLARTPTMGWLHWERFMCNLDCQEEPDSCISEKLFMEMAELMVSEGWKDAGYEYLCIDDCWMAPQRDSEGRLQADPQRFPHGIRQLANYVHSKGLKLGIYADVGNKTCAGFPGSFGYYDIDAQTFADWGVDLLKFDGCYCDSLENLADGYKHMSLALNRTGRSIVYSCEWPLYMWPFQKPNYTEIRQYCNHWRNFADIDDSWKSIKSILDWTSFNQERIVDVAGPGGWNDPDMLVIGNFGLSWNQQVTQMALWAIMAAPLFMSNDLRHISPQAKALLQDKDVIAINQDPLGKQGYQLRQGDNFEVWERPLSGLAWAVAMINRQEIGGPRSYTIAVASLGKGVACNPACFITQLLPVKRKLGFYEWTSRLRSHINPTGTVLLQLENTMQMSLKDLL
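Human spleen homogenate (1 ug) was the enzyme source, with 4-methylumbelliferyl-alpha-D-galactopyranoside (1 mM final) in pH 5.0 citrate buffer with 0.01% Tween-20. Compounds were titrated; after 40 min at 37C, NaOH/glycine stop, 4-MU fluorescence read; AC50 from Hill fits.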
NPSR antagonist = neuropeptide S receptor (human) antagonism, cAMP; CHO-NPSR cells, cAMP TR-FRET, antagonist mode; Potency, µM (highest dose often 38.3 µM), inactives show top-dose activity change, negative = inhibition, usual class: inhibitors; actives 1% (n = 220,000); AID 1461; note: potency is the fitted concentration of half-maximal effect; % is set by controls: 0 for no effect and ±100 for the full control effect; nearly all actives have a fitted effect of over 50% in size; many of its hits are not listed in these tables
TRb SRC2 PPI = TRbeta-SRC2 interaction inhibition | actives 0.065% (n = 280,000) | Potency, µM (highest dose often 106 µM), for inactives: at the top dose activity change, negative = inhibition, usual class: inhibitors | TRbeta-SRC2 peptide binding, fluorescence polarization; receptor liganded with 1 µM T3 | P10828 | AID 1469;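 note: potency is the fitted concentration of half-maximal effect; plate controls were bound peptide for no effect and peptide without receptor for full effect; nearly all actives have a fitted effect of over 50% in size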
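Human TRb LBD (0.6 uM) plus Texas Red-labeled SRC2 peptide (20 nM), 1uM T3, 5% DMSO, 5 hr at ambient temperature. Decreased polarization (555/632 nm) flags inhibition; data normalized to free and bound peptide controls.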
TR SRC2 fluor cs = Texas Red fluorescence interference in TRb-SRC2 counter-screen | actives 0.29% (n = 280,000) | TRb/SRC2 Texas Red total fluorescence interference | Potency, µM (highest dose often 106 µM), for inactives: top-dose fluorescence change, negative = quenching; active = well fitted curve in either direction with a large enough effect; inconclusive = small, poorly fitted or top-dose-only effect; note: potency is the fitted concentration of half-maximal effect; % is set by controls: 0 for no effect and ±100 for the full control effect
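Flags fluorescent or light-absorbing compounds by total fluorescence, S + 2P, at 555 nm excitation and 632 nm emission. Mixture: 20 nM Texas Red SRC2 peptide, 0.6 uM human TRb LBD, 1 uM T3, 5% DMSO; compound exposure 5 h at ambient temperature.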
Starred values were filed as active, the others as inactive; ? = inconclusive; . = not tested or not shown; & = joins results of further samples; [ ] = remark or other dose. Unless noted, calls come from the whole dose curve; as a rule, active = well fitted curve in the direction sought with a large enough effect; inconclusive = small, poorly fitted or top-dose-only effect, or another doubt; inactive = no such curve, though single readings can be large; an effect the other way counts as inactive or inconclusive. An excerpt. The share of hits here may be higher or lower than overall.

[1] CCCCOc1ccc(CNC(=O)CCCN2C(=O)CSc3c2c(C)nn3-c2ccccc2)cc1
[2] O=C(CN1C(=O)c2ccccc2C1=O)Nc1nc(-c2cccc([N+](=O)[O-])c2)cs1
[3] O=C(CSc1nc2c([nH]c3ccccc32)c(=O)n1-c1ccccc1)N1CCOCC1
[4] CCOCCCNc1nc2c(c(=O)n(C)c(=O)n2C)n1CCCc1ccccc1
[5] Cn1cnc([N+](=O)[O-])c1SCC(O)CN1CCCCC1 (stereo not given)
[6] COc1cccc(OC)c1C(=O)Nc1cc(Cl)ccc1N1CCOCC1
[7] CC1=CC(C)(C)N(S(=O)(=O)c2ccc(C)cc2)c2cc(C)ccc21
[8] CSCCC(NS(=O)(=O)c1ccc2c(c1)c(=O)n(C)c(=O)n2C)C(=O)NC1CCN(Cc2ccccc2)CC1 (stereo not given)

Assay by compound	1	2	3	4	5	6	7	8
Tau fluor cs	-19%	-6%	10%&-1%	-22%	-5%	-9%	-14%	-1%
Tau fibril FP	2%	-1%	-7%&-2%	4%	-4%	-5%	-1%	1%
CBFb RUNX1 block	.	2%	4%	5%	-2%	7%	-1%	8%
Epigenetic derep	1.1%	-0.7%	7.7%&5.6%	1.9%	0.9%	0.0%	-1.8%	1.1%
aGal spleen mod	.	7%	-4%	3%	-11%	2%	8%	-9%
NPSR antagonist	.	4%[46.1 µM]	-10%[46.1 µM]	-2%[7.67 µM]	6%	-16%[46.1 µM]	?	-40%
TRb SRC2 PPI	-5%	-1%	-4%&-4%	-19%	11%	-7%	-14%	1%
TR SRC2 fluor cs	-3%	-4%	-1%&-2%	-4%	-2%	1%	0%	0%

Rewritten field by field: four of the compounds above.
3. O=C(CSc1nc2c([nH]c3ccccc32)c(=O)n1-c1ccccc1)N1CCOCC1
  Tau fluor cs: 10%&-1%; Tau fibril FP: -7%&-2%; CBFb RUNX1 block: 4%; Epigenetic derep: 7.7%&5.6%; aGal spleen mod: -4%; NPSR antagonist: -10%[46.1 µM]; TRb SRC2 PPI: -4%&-4%; TR SRC2 fluor cs: -1%&-2%

4. CCOCCCNc1nc2c(c(=O)n(C)c(=O)n2C)n1CCCc1ccccc1
  Tau fluor cs: -22%; Tau fibril FP: 4%; CBFb RUNX1 block: 5%; Epigenetic derep: 1.9%; aGal spleen mod: 3%; NPSR antagonist: -2%[7.67 µM]; TRb SRC2 PPI: -19%; TR SRC2 fluor cs: -4%

5. Cn1cnc([N+](=O)[O-])c1SCC(O)CN1CCCCC1 (stereo not given)
  Tau fluor cs: -5%; Tau fibril FP: -4%; CBFb RUNX1 block: -2%; Epigenetic derep: 0.9%; aGal spleen mod: -11%; NPSR antagonist: 6%; TRb SRC2 PPI: 11%; TR SRC2 fluor cs: -2%

6. COc1cccc(OC)c1C(=O)Nc1cc(Cl)ccc1N1CCOCC1
  Tau fluor cs: -9%; Tau fibril FP: -5%; CBFb RUNX1 block: 7%; Epigenetic derep: 0.0%; aGal spleen mod: 2%; NPSR antagonist: -16%[46.1 µM]; TRb SRC2 PPI: -7%; TR SRC2 fluor cs: 1%

(next part)
[9] COc1ccc(-c2cc(=O)c3c(O)c(OC)c(O)cc3o2)cc1
[10] C[C@H](CCC(=O)O)[C@H]1CC[C@H]2[C@@H]3CC[C@@H]4C[C@H](O)CC[C@]4(C)[C@H]3CC[C@]12C
[11] CCOc1cccc(NC(=O)C2CC(=O)N(C)C2)c1 (stereo not given)
[12] CC1C2Cn3c(nc4ccccc43)C1N(C(C)C)O2 (stereo not given)
[13] CC1=C(C)CC2C(=O)N(Cc3ccccc3)C(=O)C2C1 (stereo not given)
[14] CN1CCN(c2ncc3c(n2)CCN(Cc2ccccc2Cl)C3)CC1
[15] O=C(O)c1ccccc1CSc1ccccn1
[16] C[C@@H]1C(c2ccc(F)cc2)=NN(c2ccccc2)[C@H]1C(=O)N1CCOC1=O

Assay by compound	9	10	11	12	13	14	15	16
Tau fluor cs	-29%	-4%	5%	20%	-5%	-3%	0%	?
Tau fibril FP	15%	3%	5%	5%	-3%	-2%	-6%	-6%[81.3 µM]
CBFb RUNX1 block	-3%	16%	2%	11%	0%	.	8%	?
Epigenetic derep	1.6%	5.5%	0.0%	0.5%	-0.8%	-1.3%	-1.3%	-1.5%
aGal spleen mod	-6%	-7%&7%	4%	-7%	-7%	.	-3%	23%[119 µM]
NPSR antagonist	42%	.	-8%[46.1 µM]	16%	-8%[46.1 µM]	.	1%	.
TRb SRC2 PPI	2%	-2%[201 µM]	-2%	0%	3%	-10%	-5%	6%
TR SRC2 fluor cs	-4%	2%[201 µM]	1%	1%	-2%	-3%	-3%	-11%

[17] Cc1ccc(C2=NNC(=O)C(c3c[nH]c4ccccc34)C2)cc1 (stereo not given)
[18] CC(C)(C)c1cc2cccnc2n1Cc1ccccc1
[19] CCOC(=O)NC(NCc1ccccc1)(C(F)(F)F)C(F)(F)F
[20] CC(C)(C)c1ccc(C(CC(=O)O)NC(=O)c2ccccc2F)cc1 (stereo not given)
[21] CN(C)c1ccc(S(=O)(=O)N2CCCCC2)cc1NC(=O)COc1ccccc1F
[22] Cc1nnsc1C(=O)Nc1ccccc1Cl
[23] O=C(COc1ccc(-n2cnnn2)cc1)NCCc1ccc(F)cc1
[24] CC(=O)N(C)c1ccc(NC(=O)COc2ccc(Br)cc2C)cc1

Assay by compound	17	18	19	20	21	22	23	24
Tau fluor cs	-22%	3%	-7%	-8%	8%	8%	-13%	-5%
Tau fibril FP	0%	-3%	-2%	-6%	-3%	6%	-10%	7%
CBFb RUNX1 block	18%	0%	1%	0%	6%	-4%	-1%	5%
Epigenetic derep	0.0%	-1.1%	-1.0%	-0.2%	1.8%	-1.6%	-1.0%	-0.9%
aGal spleen mod	-2%	1%	6%	-4%	0%	2%	-4%	-3%
NPSR antagonist	?	-4%[46.1 µM]	19%	17%	-40%	7%[46.1 µM]	-8%[46.1 µM]	4%
TRb SRC2 PPI	-6%	3%	-6%	0%	6%	-2%	3%	1%
TR SRC2 fluor cs	-8%	2%	-1%	-2%	-1%	-4%	-4%	1%

[25] CCc1ccc2c(c1)c(N=NC1=NC(=O)CS1)c(O)n2CC
[26] CCCCOc1ccc(Cn2c(=O)oc3ccc(C)cc32)cc1OC
[27] COc1ccc(/C(C)=N/NC(=O)Cc2c(C)nc(C)[nH]c2=O)cc1
[28] CC(=O)N1CC=CC1(C)C(=O)NCC1CC1 (stereo not given)
[29] O=C(COC(=O)/C=C/c1cccc(F)c1)Nc1ccccc1-c1ccccc1
[30] CCOc1ccc(-n2c(SCC(=O)Nc3cc(C)on3)nnc2-c2c[nH]c3ccccc23)cc1
[31] C=CCn1c(SCC(=O)NCCC2=CCCCC2)nc2ccc(Cl)cc2c1=O
[32] CCOC(=O)C1=C(C)NC(=O)NC1c1ccc(-c2ccc(F)cc2)o1 (stereo not given)

Assay by compound	25	26	27	28	29	30	31	32
Tau fluor cs	-7%	-8%	-15%	-7%	-4%	-8%	-5%	-13%
Tau fibril FP	7%	4%	-12%	-3%	5%	?	-2%	-2%
CBFb RUNX1 block	-2%	.	3%	13%	0%	4%	0%	-5%
Epigenetic derep	-0.9%	3.7%	1.0%	0.0%	-0.9%	-2.9%	2.3%	1.1%
aGal spleen mod	-17%	.	-2%	3%	8%	-16%	5%	-6%
NPSR antagonist	-5%[46.1 µM]	.	14%	.	9%	-11%[46.1 µM]	-19%[46.1 µM]	-13%
TRb SRC2 PPI	-11%	-4%	-2%	10%	0%	-6%	-3%	-1%
TR SRC2 fluor cs	-6%	1%	-7%	2%	-1%	0%	-3%	-2%

[33] COC(=O)c1c(NC(=O)CSc2nnc(-c3ccco3)n2Cc2ccccc2)sc(C)c1C
[34] CNC(=O)c1cc2c(ccc3ccccc32)oc1=N
[35] CCOC(=O)c1c(NC(=O)C2C3C=CC(C3)C2C(=O)O)sc2c1CCC(C)C2 (stereo not given)
[36] Cc1ccc2[nH]c3c(c2c1)CN(C(=O)CN1CCN(c2ccccn2)CC1)CC3
[37] O=C(c1cc(N2C(=O)C3C4CCC(C4)C3C2=O)ccc1Cl)N1CCN(c2ccc(F)cc2)CC1 (stereo not given)
[38] CCN(C(=O)CCS(=O)(=O)c1cccc2nsnc12)c1cccc(C)c1
[39] CN(C)CCOCCOc1ccc(Cl)cc1Br
[40] CC1CCCN(S(=O)(=O)c2cc3c(cc2Cl)NC(=O)CO3)C1 (stereo not given)

Assay by compound	33	34	35	36	37	38	39	40
Tau fluor cs	-18%	-3%	8%	-23%	-13%	-14%	-10%	?
Tau fibril FP	7%	-3%	-1%	-7%	1%	-8%	2%	11%
CBFb RUNX1 block	-21%	0%	-8%	-7%	-4%	.	8%	.
Epigenetic derep	-0.2%	-0.8%	2.4%	2.1%	-1.0%	-0.3%	-1.8%	0.8%
aGal spleen mod	5%	-5%	-10%	?	-12%	.	5%	.
NPSR antagonist	?	-11%[46.1 µM]	-18%	8%[7.67 µM]	8%	.	4%	.
TRb SRC2 PPI	-1%	5%	-5%	-10%	9%	-1%	4%	-2%
TR SRC2 fluor cs	-2%	-5%	1%	-1%	-2%	0%	0%	-12%

[41] COCCn1c(NCc2ccc(C)cc2)nc2c1c(=O)[nH]c(=O)n2C
[42] O=C(/C=C/c1ccco1)NC(=S)Nc1ccccc1N1CCCC1
[43] NC(Cc1ccc(O)c([N+](=O)[O-])c1)C(=O)O (stereo not given)
[44] O=C(c1cccc(Cl)c1)N1c2ncnn2C2(CCCCC2)[C@@H]2CCCC[C@@H]21
[45] O=C(Cc1ccccc1)Nn1c(-c2ccccc2)nc2ccccc2c1=O

Assay by compound	41	42	43	44	45
Tau fluor cs	-6%	5%	3%	-8%	16%
Tau fibril FP	3%	3%	8%	10%	8%
CBFb RUNX1 block	-1%	-4%	-14%	.	2%
Epigenetic derep	-1.0%	-4.2%	0.0%	-3.2%	1.0%
aGal spleen mod	16%	3%	5%	.	-1%
NPSR antagonist	15%	-35%	22%	.	8%
TRb SRC2 PPI	-19%	6%	1%	-7%	3%
TR SRC2 fluor cs	-3%	2%	-2%	-6%	-4%
